p53ts 39C kill: qHTS Screen for Compounds that Selectively Target Cancer Cells with p53 Mutations: Cytotoxicity of p53ts Cells at the Nonpermissive Temperature | 130,000 tested, 1.5% active | AID 902, 2007 | H1299-p53A138V viability at 39C, ATP luminescence, 24 h | Potency, µM (highest dose often 46.1 µM), for inactives: at the top dose activity change, negative = cell killing, most hits filed as cytotoxic; active = well fitted cell-killing curve with a large enough effect; inconclusive = small, poorly fitted or top-dose-only effect; inactive = no such curve, though single readings can be large or run the other way; note: nearly all actives have a fitted effect of over 55% in size
Active calls of the source: *; ? = inconclusive; [ ] = dose if it differs, or a comment. % is set by controls: 0 for no effect and ±100 for the full control effect; potency is the fitted concentration of half-maximal effect.

| canonical_smiles | p53ts 39C kill |
| --- | --- |
| Cc1ccc(S(=O)(=O)NC(C(=O)Oc2ccc3c(C)c(Cl)c(=O)oc3c2)c2ccccc2)cc1 (stereo unspecified) | -1% |
| O=C(Nc1ccc(C(F)(F)F)cc1)c1cc(S(=O)(=O)NCC2COc3ccccc3O2)ccc1F (stereo unspecified) | -24% |
| O=C1C(=O)N(CNc2cccnc2)c2ccccc21 | -1% |
| Fc1c(F)c(F)c(N/N=C/c2c[nH]c3ccccc23)c(F)c1F | -1% |
| COc1ccccc1-n1cnnc1SC(C)C(=O)Nc1cccc([N+](=O)[O-])c1 (stereo unspecified) | 19% |
| CC(C)(C)C(=O)C[n+]1ccc(C(N)=O)cc1 | 4% |
| COc1cccc(-c2nc(Oc3cc(C)cc(C)c3)c3ccccc3n2)c1O | 1% |
| O=C(CSc1ccccc1Cl)NC1CCCc2ccccc21 (stereo unspecified) | -3% |
| CCN(CC)CCNC(C(=O)Nc1cc(C(F)(F)F)ccc1Cl)c1ccccc1 (stereo unspecified) | -20% |
| C=CCNC(=S)N/N=C/c1cn(-c2ccccc2)nc1-c1ccc(OC)cc1 | 3% |
| Cc1ccc(N(C(=O)CS(=O)CC(=O)Nc2ccc(F)cc2)C(C(=O)NC2CCCCC2)c2ccco2)cc1 (stereo unspecified) | -10% |
| Cc1cc(NC(=O)CCN2C(=O)/C(=C/c3ccccc3Cl)SC2=S)no1 | 6% |
| COc1ccc(/C=N/NC(=O)C(=O)/C=C2\NC3(CCCC3)Cc3ccccc32)cc1 | 0% |
| O=C(/N=C1/c2ccccc2CN1c1ccccc1)Nc1ccccc1 | -1% |
| O=[N+]([O-])c1ccc(NC(=S)N2CCN(c3ccccc3)CC2)cc1 | -4% |
| O=C(Cc1ccccc1)NCc1ccc(F)cc1 | -16% |
| O=C(N/N=C/c1ccccn1)c1cc(-c2ccc3ccccc3c2)n[nH]1 | -22% |
| O=C(COC(=O)c1cccc([N+](=O)[O-])c1)NCc1ccc2c(c1)OCO2 | 0% |
| O=C(N/N=C\c1cc(Br)c(Br)o1)c1cncc(Br)c1 | 4% |
| COc1cccc(C(=O)Oc2ccccc2/C=C\C(=O)c2cc3ccccc3o2)c1 | 40%[activator] |
| Fc1ccccc1CNC(=S)Nc1cccc(C(F)(F)F)c1 | -27% |
| OC(COC(c1ccc(F)cc1)c1ccc(F)cc1)CN1CCc2ccccc2C1 (stereo unspecified) | -15% |
| Cc1ccc(/C=N/Nc2ccnc3cc(Cl)ccc23)c(C)c1 | 5% |
| CC(C)(C)NC(=O)COC(=O)CNC(=O)c1cc(Cl)cc([N+](=O)[O-])c1 | 22% |
| C/C(=N\NC(=O)COc1ccc(C(C)(C)C)cc1)c1ccc(-n2ccnc2)cc1 | -10% |
| CN(C)c1ccc(N=Nc2ccccc2C(=O)OCC(=O)N2CCCC2)cc1 | ? |
| CC(=O)Nc1ccc(S(=O)(=O)Nc2nc3ccccc3nc2Nc2ccc3ccccc3c2)cc1 | -9% |
| COc1ccc(CN(C(=S)Nc2ccccc2)C2CC(=O)N(c3ccccc3)C2=O)cc1 (stereo unspecified) | -3% |
| CN(C)CCCNC(=S)NCc1ccc(Cl)cc1 | -16% |
| O=C(Nc1ccc(Cl)cc1)Nc1nnc(CSCc2ccc(Cl)cc2)s1 | 4% |

Carrying on.
| canonical_smiles | p53ts 39C kill |
| --- | --- |
| Cc1cc2nc(Sc3c([N+](=O)[O-])nc(C)n3Cc3ccccc3)[nH]c2cc1C | -7% |
| CNC(=O)c1cc(Cl)c(OC)c(OC)c1 | -10% |
| COc1ccc(/C=N/S(=O)(=O)CCc2ccccc2)c(OC)c1 | 9% |
| CC(C(=O)N1CCN(C2c3ccccc3-c3ccccc32)CC1)N1C(=O)c2ccccc2C1=O (stereo unspecified) | -7% |
| Cc1ccc(NC(=S)NNc2ncc(C(F)(F)F)cc2Cl)cc1 | -5% |
| O=C(Cn1nnc(-c2ccccc2)n1)N/N=C/c1ccc(-c2ccc(Cl)cc2)o1 | 22% |
| O=C(CCl)N1c2ccccc2OCC1c1ccccc1 (stereo unspecified) | ? |
| CCOC(=O)c1cc(-c2ccccc2)sc1NC(=O)c1ccc(OC)c(OC)c1 | 0% |
| COc1cccc(C2(c3cccc(OC)c3)CC2C(=O)Nc2ccccc2Cl)c1 (stereo unspecified) | -14% |
| O=C(CP(=O)(c1ccccc1)c1ccccc1)N/N=C/c1cc(Br)cc(Br)c1O | 10% |
| COc1ccc(NC(=O)CN(C)CC(=O)Nc2ccccc2SC)cc1 | -10% |
| O=C1CCCC2=C1C(c1ccc(Cl)cc1)n1c(s/c(=C\c3ccc4ccncc4c3)c1=O)=N2 (stereo unspecified) | 2% |
| CC(=O)c1ccccc1NC(=O)COC(=O)c1ccccc1NC(=O)c1ccccc1 | -13% |
| Cc1[nH]n(-c2ccccc2)c(=O)c1/C=N\NC(=O)C1COc2ccccc2O1 (stereo unspecified) | 14µM* |
| COCC(C)n1c(SCC(=O)NNC(=O)c2ccc(F)cc2)nc2ccccc2c1=O (stereo unspecified) | -8% |
| O=C(Oc1ccc2c3c(c(=O)oc2c1)CCC3)c1ccccc1[N+](=O)[O-] | 20% |
| O=C(CSc1nc(-c2ccccc2)cs1)Nc1cccc([N+](=O)[O-])c1 | -11% |
| COc1ccc(C2CC(=O)n3nc(C45CC6CC(CC(C6)C4)C5)nc3S2)cc1OC (stereo unspecified) | -5% |
| CC(C)(C)NC(=S)NNC(=O)c1ccccc1Cl | 8% |
| Cc1cccc(-c2cc(C(=O)NCc3ccccn3)c3ccccc3n2)c1 | -7% |
| CCCCNC(=O)COc1ccccc1C(=O)c1cc(C#N)c(=O)n(CCOC)c1 | 11% |
| COc1cccc(C2CC(c3cccs3)=NN2C(=O)CSc2nc3ccccc3o2)c1OC (stereo unspecified) | -2% |
| COc1ccc(NC(=O)/C(=C\c2ccc3c(c2)OCO3)NC(C)=O)cc1 | -11% |
| C/C(=N/NC(=O)C1COc2ccccc2O1)c1ccco1 (stereo unspecified) | -10% |
| Cc1cc(C)c(S(=O)(=O)N2CCCCC2)c(C)c1N(C)S(=O)(=O)c1ccc(Cl)cc1 | 6% |
| COc1ccc(-c2nnc(OCc3nc4ccccc4n3C)c3ccccc23)cc1 | -8% |
| CCCCSc1nnc(-c2ccc(NC(C)=O)cc2)n1C | 5% |
| CS(=O)(=O)NN1C(=O)c2ccccc2NC1c1c[nH]c2ccccc12 (stereo unspecified) | 13% |
| O=C(CNC(=O)/C(=C\c1ccc(Br)cc1)NC(=O)c1ccccc1)OCc1ccccc1 | 5% |
| FC(F)(F)c1ccc(Oc2ccc3ccccc3c2Br)nc1 | -17% |

Carrying on:
| canonical_smiles | p53ts 39C kill |
| --- | --- |
| COc1ccc(OCC(=O)OCC(=O)NCc2ccc(F)cc2)cc1 | -1% |
| CCOc1ccc(C2C3=C(Nc4nc(N)[nH]c(=O)c42)c2ccccc2C3=O)cc1 (stereo unspecified) | 17% |
| Cc1cc(C(=O)Nc2ccccc2N2CCOCC2)ccc1[N+](=O)[O-] | -3% |
| COc1ccc(C(=O)OC(C)C(=O)Nc2cc(C(F)(F)F)ccc2Cl)c(OC)c1OC (stereo unspecified) | 6% |
| O=C(N/N=C/C1CC=CCC1)c1ccc(Cl)cc1O (stereo unspecified) | -10% |
| c1ccc(C2=Nc3cccc4cccc(c34)N2)cc1 | 3% |
| Cc1sc2ncnc(NCC3COc4ccccc4O3)c2c1C (stereo unspecified) | -10% |
| Cc1[nH]c2ccccc2c1C(=O)CN1C(=O)NC(C)(c2ccc(Cl)cc2Cl)C1=O (stereo unspecified) | 9% |
| CCOc1cc2c(cc1OCC)C(c1ccc(OC)cc1)N(c1ccccc1)C(=O)C2 (stereo unspecified) | 0% |
| O=C(NCCc1cccc(Cl)c1)c1ccc(Cl)c([N+](=O)[O-])c1 | 3% |
| c1ccc(-c2cnn3c(-c4ccccc4)c(-c4ccccc4)nc3n2)cc1 | 11% |
| O=C(CSc1ccccc1C(=O)NCc1ccccc1)NC1CCCCCCC1 | -10% |
| O=C(/C=C/c1cccc([N+](=O)[O-])c1)NCc1ccco1 | 3% |
| CCOc1ccc(NC(=S)NC(=O)/C=C/c2ccc(OC)cc2)c([N+](=O)[O-])c1 | -3% |
| Cc1ccc(S(=O)(=O)Nc2ccccc2CNc2cccc(C)n2)cc1 | -9% |
| Cn1c(N/N=C2\CCCc3ccccc32)nc2c1c(=O)n(Cc1ccccc1)c(=O)n2C | -5% |
| Cc1csc(NC(=O)CCNC(=O)c2ccc([N+](=O)[O-])cc2)n1 | 6% |
| Cc1ccc(S(=O)(=O)C2C(=O)NC3(C)CC2c2ccccc2O3)cc1 (stereo unspecified) | -20% |
| NC(=O)c1ccc(-n2nc(C(F)(F)F)c3c2CCCC3)cc1 | 15% |
| NC(=S)N/N=C/c1coc2cc(Cl)ccc2c1=O | 25% |
| COc1ccccc1/C=N/NC(=O)CCn1cnc2ccccc21 | -7% |
| C/C(=C\C(=S)Nc1ccccc1)Nc1ccccc1 | 6% |
| COc1ccc2oc(=Nc3ccccc3)c(-c3nc4ccccc4[nH]3)cc2c1 | ? |
| O=C(N/C(=C/c1cn(-c2ccccc2)nc1-c1ccccc1)C(=O)N1CCOCC1)c1ccccc1 | 0% |
| COc1ccc(-c2[nH]ncc2/C=N/NC(=O)c2ccc(Br)cc2)c(OC)c1 | 3% |
| Cc1c(Cl)cccc1NC(=S)NCCc1ccc(S(N)(=O)=O)cc1 | -20% |
| COc1cccc(C(=O)/C=C/Nc2ccc(S(=O)(=O)Nc3onc(C)c3C)cc2)c1 | 11% |
| Cc1cc2c(C)nc(N/N=C/c3ccc([N+](=O)[O-])cc3)nc2o1 | -14% |
| O=C1/C(=C/c2ccncc2)SC(=S)N1C1CCCCC1 | 6% |
| CC1CC(C)CN(C(=S)Nc2ccc(SC(F)F)cc2)C1 (stereo unspecified) | -17% |

Continuation:
| canonical_smiles | p53ts 39C kill |
| --- | --- |
| CCCC(=O)Nc1cccc(NC(=S)NC(=O)C(C)Oc2ccc(Cl)cc2Cl)c1 (stereo unspecified) | -21% |
| CN1CCN(Cc2nc3ccccc3c(=O)n2Cc2nc(-c3ccc4ccccc4c3)cs2)CC1 | ? |
| CC/C(Cc1ccccc1)=N\NC(=O)c1cc(C)oc1C | 9% |
| O=C(CSc1nc2ccccc2s1)NCCOc1ccccc1 | 5% |
| CC(C)NCC(O)COc1ccc2c(c1)CCC2 (stereo unspecified) | 5% |
| CCSc1ccc(-c2nn(-c3ccccc3)cc2/C=C(/C#N)C(=O)NC)cc1 | 2% |
| CC(C)(C)NCCOCCOc1ccccc1-c1ccccc1 | 11% |
| Cc1c(C(=S)Nc2ccccc2)cnn1-c1ccc([N+](=O)[O-])cc1 | -2% |
| O=c1c2ccccc2nc(/C=C/c2ccccc2)n1CCc1ccccc1 | 3% |
| Cc1ccc(N2C(=O)/C(=C\c3ccc(C(C)C)cc3)N=C2SC2CCOC2=O)cc1 (stereo unspecified) | 11% |
| Cc1ccc(N=C2SC(C(=O)Nc3ccc(OC(F)(F)F)cc3)C(N)=C2C(=O)Nc2c(C)cc(C)cc2C)cc1 (stereo unspecified) | -22% |
| CCOP(=O)(OCC)C(NC(=O)C(F)(F)F)c1ccccc1 (stereo unspecified) | -1% |
| O=S(=O)(Nc1nccs1)c1ccc(Nc2nnc(-c3ccccc3)c3ccccc23)cc1 | 6% |
| CC(=O)N/C(=C\c1ccc(F)cc1)C(=O)OC(C)C | 1% |
| Cc1cc(C(=O)COC(=O)CNC(=O)c2ccco2)c(C)n1Cc1ccco1 | 16% |
| COc1ccc(-n2cc(-c3ccccc3)[nH]c2=S)cc1 | 15% |
| COc1ccc(C(C)=O)cc1CSc1nc2ccccc2c(=O)n1-c1ccccc1 | -1% |
| O=C(NCCNc1ccc([N+](=O)[O-])cc1C(F)(F)F)c1ccccc1 | -3% |
| COc1ccc(NC(=O)CCC(=O)N/N=C/c2ccc([N+](=O)[O-])s2)cc1 | ? |
| Cc1cccc(NC(=S)NNC(=O)Cc2ccccc2)c1 | 7% |
| Cc1ccc(-n2c(C)n[nH]c2=S)cc1C | 11% |
| CC(C)[C@H](NC(=O)c1ccc(Cl)c([N+](=O)[O-])c1)C(=O)NCc1ccc(F)cc1 | 23% |
| COC(=O)c1cc(NS(=O)(=O)c2ccc(N3CCOCC3)c(NC(C)=O)c2)cc(C(=O)OC)c1 | 10% |
| CCn1cc(C(=O)OCC(=O)c2cc(C)n(-c3cccc(C(F)(F)F)c3)c2C)c(=O)c2ccc(C)nc21 | 24% |
| Cc1cccc2c(C(=O)n3cccn3)cc(-c3ccccc3Cl)nc12 | -2% |
| O=C(CC(Sc1n[nH]c(-c2ccccc2)n1)c1ccccc1)NCc1ccccc1 (stereo unspecified) | 5% |
| Cc1cc(/C=N/NC(=O)C(O)(c2ccccc2)c2ccccc2)c(C)n1-c1ccccc1 | -22% |
| Cc1cc(OCC(=O)N[C@@H](Cc2ccccc2)c2nc3ccccc3[nH]2)ccc1Cl | 2% |
| CCOC(=O)c1c(/N=C/c2cc(C)ccc2O)sc2c1CCN(C)C2 | -19% |
| CCCC/C(C)=N/NC(=O)c1cn(-c2ccccc2)nc1-c1ccccc1 | -3% |

(more compounds)
| canonical_smiles | p53ts 39C kill |
| --- | --- |
| O=C(NC(=S)Nc1ccccc1N1CCCCC1)c1ccco1 | -13% |
| Cc1ccc(CSc2ccc(-c3ccco3)nn2)cc1 | -25% |
| Cc1ccc(C(=O)NCC(=O)OCC(=O)c2ccc(C)c([N+](=O)[O-])c2)cc1 | 13% |
| Cc1ccc(SCCC(=O)Nc2ccccc2C(=O)NC(C)C)cc1 | -6% |

Compound activity from PubChem.

These rows are one share of the data; count on the stated rates, not on these rows.
